Screening results (PubChem)
HEK293 NOD2/NF-kB: NOD2 signaling inhibitors, cell-based, luminescence, uHTS, HEK293 (AID 1566); HEK293 NOD2/NF-kB luciferase reporter, luminescence; higher % means a stronger effect; one-dose inhibition, % at 4 µM; EC50 in µM for titrated hits; 290,000 tested, 0.63% active; further: many of its hits are not listed in these tables
NOD1 NF-kB reporter: NOD1 signaling inhibitors, primary screen, cell-based, luminescence, uHTS (AID 1578); NOD1-driven NF-kB luciferase reporter cells, luminescence; higher % means a stronger effect; 290,000 tested, 1% active; one-dose inhibition, % at 4 µM; EC50 in µM for titrated hits; in the data active means inhibition mostly above about 36%, no sharp cut-off; inactive means mostly below about 34%;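 further: HEK-293T reporter cells stimulated with the NOD1 agonist gamma-tri-DAP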
KOR beta-arrestin-1: KOR antagonists, beta-arrestin recruitment, cell-based, luminescence, uHTS (AID 1778) | Kappa-type opioid receptor (Homo sapiens) | KOR beta-arrestin recruitment, luminescence, antagonist mode; higher % means a stronger effect | inhibition, % at 10 µM, or IC50 in µM where a hit was titrated | 290,000 tested, 0.091% active; further: strong numbers were not always called active
GPR55 activation: GPR55 agonists via beta-arrestin recruitment, primary screen, imaging, U2OS cells, beta-arrestin-GFP redistribution (AID 1961); U2OS GPR55 beta-arrestin-GFP redistribution imaging; higher % means a stronger effect; 290,000 tested, 0.048% active; G-protein coupled receptor 55 (Homo sapiens); activation, % at 10 µM; hits with a dose series show EC50 in µM;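 active means activation above 40% with more than 50 cells counted in the well; inconclusive means wells holding fewer than 50 cells, flagged as toxic or sparse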;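 further: U2OS osteosarcoma cells stably expressing GPR55 and beta-arrestin-GFP; plate controls were DMSO negative control for no effect and LPI positive control for full effect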
Dynein cargo inh: inhibitors of GR-EGFP nuclear translocation, primary screen, dynein cargo transport inhibitor project, imaging, high-content, 3617.4 mouse cells. test concentration mostly 20 µM; stimulated with dexamethasone, 1 µM; stronger effect = lower value. z-score, hits read low. 220,000 tested, 0.47% active;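 active means plate z-score of nuclear minus cytoplasmic receptor signal below a set negative limit, without overly bright fluorescence or cell loss, cut at about -3.5 in these data, passing the limit was not always enough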;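 further: z-score of nuclear minus cytoplasmic ring GR-EGFP intensity difference per well; some compounds called inactive have numbers as strong as hits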
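Buffer or medium – tet-free medium with charcoal-stripped serum · Signal – automated 10x imaging of fixed Hoechst-stained cells · Also added – dexamethasone agonist, 1.0 µM final, for 30 min · Incubation – induction 48 h, compound 1 h, agonist 30 min · Read-out – GR-EGFP nuclear translocation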
P. falciparum M1AAP: P. falciparum M1AAP inhibitors, biochemical, fluorogenic H-Leu-NHMec substrate, 1536-well (AID 1445); Aminopeptidase N (Plasmodium falciparum (isolate 3D7)); recombinant M1AAP, H-Leu-NHMec fluorogenic kinetic assay; higher % means a stronger effect; one-dose inhibition, % at 30 µM; IC50 in µM for titrated hits; 220,000 tested, 0.42% active;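 active means primary inhibition above the hit cutoff, then over 50% inhibition at one or more dose response concentrations, cut at about 23% in these data, passing the limit was not always enough; inconclusive means conflicting primary data, or primary hits not chosen for dose response; inactive means low primary inhibition, or under 50% at every dose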;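 further: plate controls were DMSO full reaction for no effect and no enzyme background for full effect; strong numbers were not always called active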
P. falciparum M17LAP: P. falciparum M17LAP inhibitors, primary screen, biochemical, fluorogenic H-Leu-NHMec substrate, 1536-well (AID 1619) | inhibition, % at 30 µM, or IC50 in µM where a hit was titrated | 220,000 tested, 0.38% active | recombinant M17LAP, H-Leu-NHMec fluorogenic kinetic assay; higher % means a stronger effect | Leucine aminopeptidase (Plasmodium falciparum (isolate 3D7));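 active means compound inhibiting the enzyme by more than half at any dose during confirmatory dose-response retesting; inconclusive means strong single-dose inhibitors picked by rank but not retested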;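 further: plate controls were full reaction with DMSO carrier for no effect and no enzyme background for full effect; strong numbers were not always called active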
KOR beta-arrestin-2: KOR agonists, beta-arrestin recruitment, primary screen, cell-based, luminescence, uHTS (AID 1777) | 280,000 tested, 0.02% active | activation, % at 10 µM, or EC50 in µM where a hit was titrated | Kappa-type opioid receptor (Homo sapiens) | KOR beta-arrestin recruitment, luminescence; higher % means a stronger effect; in the data active means activation above about 50%, passing the limit was not always enough; further: a part of the inactive calls stands beside numbers as strong as those of hits
AID2073: inhibitors of Mint1-CaV2.2 protein interaction, biochemical, HTRF (AID 2073); Voltage-dependent N-type calcium channel subunit alpha-1B (Homo sapiens); HTRF protein-protein interaction, Mint1-CaV2.2; higher % means a stronger effect; inhibition, % at 20 µM, or IC50 in µM where a hit was titrated; 290,000 tested, 0.19% active; in the data active means inhibition mostly above about 51%, no sharp cut-off; inconclusive means no clear call, values can overlap the other calls; inactive means mostly below about 53%; further: some results filed as inactive read as strong as hits
Dynein cargo inh cytoplasmic EGFP: also measured in Dynein cargo inh; calls as there; z-score; measured here: cytoplasmic GR-EGFP intensity; stronger effect = higher value
Dynein cargo inh nuclear GR-EGFP: also measured in Dynein cargo inh; calls as there; z-score; measured here: nuclear GR-EGFP intensity;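 lower value marks the stronger effect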
Dynein cargo inh cell count: recorded beside Dynein cargo inh, whose call it bears; z-score; measured here: cell count per field
* marks the source's active call; other numbers are inactive results; ? = inconclusive; nt = not tested or not shown; [ ] = dose if it differs, or a comment. Unless noted, no stated cut-off is given here; in the data, active means inhibition above about 50%; inactive means the rest. Not all compounds are listed; rates above refer to the full screens.

SMILES	HEK293 NOD2/NF-kB	NOD1 NF-kB reporter	KOR beta-arrestin-1	GPR55 activation	Dynein cargo inh	Dynein cargo inh cytoplasmic EGFP	Dynein cargo inh nuclear GR-EGFP	Dynein cargo inh cell count	P. falciparum M1AAP	P. falciparum M17LAP	KOR beta-arrestin-2	AID2073
COc1ccc(OCC(O)CN2C(=O)c3ccccc3S2(=O)=O)cc1 (stereo not drawn)	2%	-15%	-21%	-0.3%	0.16	-0.18	0.26	-0.058	-2%	14%	-2.7%	2%
Cc1cccc(Nc2nc(N)c([N+](=O)[O-])c(N3CCOCC3)n2)c1	20%	1%	-9%	0.1%	-0.67	-0.055	-0.57	1.2	8%	27%	5.3%	2%
O=C(Nc1ccc(N2CCOCC2)c(Cl)c1)c1ccccc1Cl	-38%	-28%	-5%[20 µM]	0.6%	-0.98	-0.31	-0.089	0.75	nt	nt	nt	4%
NS(=O)(=O)c1ccc(CCN2C(=O)/C(=C\c3ccc(Cl)cc3)SC2=S)cc1	-1%	-18%	-29%	-0.2%	-0.21	0.084	-0.28	0.55	0%	15%	0.0%	28%
COc1ccc(C2C3=C(CC(C)(C)CC3=O)Oc3ncn(Cc4ccccc4)c(=N)c32)cc1 (stereo not drawn)	14%	4%	0%	0.4%	0.78	-0.32	0.53	0.32	5%	6%	18%	8%
Cn1c(=O)c2c(nc(Sc3ncnn3CC(=O)NC(C)(C)C)n2C)n(C)c1=O	0%	-32%	19%[20 µM]	-0.1%	1.4	-0.34	-0.085	0.25	-4%	27%	-5.7%	-6%
Cc1ccc(C(=O)Nc2cccc3[nH]c(C(F)(F)F)nc23)cc1	40%	5%	-18%	-0.1%	nt	nt	nt	nt	nt	nt	-2.3%	1%
CCCNc1c(NS(=O)(=O)c2ccc(OC)c(OC)c2)c(=O)oc2ccccc12	10%	-16%	-10%	-0.1%	nt	nt	nt	nt	nt	nt	0.3%	-3%
COc1ccc(Cc2nnc(NC(=O)c3ccc(OC)c(OC)c3)s2)cc1	-35%	-24%	-61%[20 µM]	0.0%	nt	nt	nt	nt	nt	nt	-1.5%	10%
CCc1c(C#N)c(N)nc(SCC(=O)OCc2ccccc2)c1C#N	9%	-17%	11%	-0.3%	0.44	-0.29	0.47	0.063	11%	3%	0.2%	15%
CCOc1ccc(NC(=O)CC2C(=O)N(c3ccc(OC)cc3)C(=O)N2Cc2ccc(OC)cc2)cc1 (stereo not drawn)	1%	-34%	17%	0.1%	0.16	-0.34	0.35	0.74	0%	0%	-4.4%	0%
c1ccc(Cc2noc(CN3CCC(CN4CCOCC4)CC3)n2)cc1	11%	-11%	-16%	0.2%	0.16	-0.27	0.11	0.055	4%	-6%	2.6%	6%
O=C(OCn1nnc2ccccc2c1=O)c1cc2ccccc2o1	5%	3%	18%	-0.1%	1.1	-0.65	1.1	-1.1	7%	5%	4.3%	6%
CCCCNC(=O)OCC(CC)NC(=O)OCC(C)C (stereo not drawn)	8%	-29%	1%	-0.1%	-0.63	-0.17	-0.94	0.33	4%	4%	1.0%	6%
CCOC(=O)C1(Cc2ccc(OC)cc2)CCN(C(=O)c2ccc3[nH]ccc3c2)CC1	-100%	-12%	-33%[20 µM]	0.5%	1.4	-0.34	0.41	0.25	-1%	11%	nt	5%
O=c1[nH]cc(C(F)(F)F)cc1NS(=O)(=O)c1ccc([N+](=O)[O-])cc1	12%	-33%	7%	-0.6%	-0.24	-0.34	0.24	0.48	6%	4%	0.9%	9%
O=C(O)C(Cc1c[nH]c2ccccc12)NS(=O)(=O)c1ccc(Cl)c(C(F)(F)F)c1 (stereo not drawn)	16%	-7%	7%	0.0%	nt	nt	nt	nt	nt	nt	-4.4%	11%
CC(=O)N1CCCN(C(=O)c2ccc3nc(Cc4ccccc4F)oc3c2)CC1	0%	-24%	9%	0.3%	nt	nt	nt	nt	nt	nt	-1.1%	41%
C=C(C)C(=O)N1CC2(CC(c3cccc(NC(=O)/C=C\C)c3)=NO2)C[C@H]1C(N)=O (stereo partly drawn)	23%	4%	10%	-0.2%	-0.4	-0.81	-0.16	-0.14	4%	-2%	2.8%	9%
Cc1noc(C)c1S(=O)(=O)N1CCCC1C(=O)NC(C)(C)C (stereo not drawn)	-4%	-14%	-8%	-0.1%	nt	nt	nt	nt	nt	nt	-3.6%	7%
O=C(Nc1ccc(-c2cscn2)cc1)C1CCCN(Cc2ccccc2)C1 (stereo not drawn)	4%	14%	-39%	0.4%	nt	nt	nt	nt	nt	nt	10%	21%
CC(=O)Nc1ccc(C(O)(C(F)(F)F)C(F)(F)F)cc1	18%	20%	-1%	-0.3%	-0.51	-0.35	-0.17	0.56	9%	-6%	-2.3%	-6%
Cc1cc(C)nc(NS(=O)(=O)c2ccccc2)n1	1%	-19%	-23%	-0.2%	-0.2	-0.2	0.43	-0.73	-1%	12%	-5.2%	5%
O=C(Nc1sc2c(c1C(=O)c1ccc(Cl)cc1)CCCC2)c1cccnc1	-14%	-11%	-43%	-0.3%	0.18	-0.16	-0.43	0.97	9%	8%	-2.5%	0%
Cc1ccc(C(=O)COC(=O)CCCC(=O)Nc2cc(C(F)(F)F)ccc2Cl)cc1C	10%	-7%	-19%	-0.4%	-0.33	-0.029	-0.16	1.3	-9%	4%	-1.7%	18%
COc1cccc(NC(=O)Cc2nc(-c3ccccc3)sc2-c2ccc(C)cc2)c1	-53%	-11%	-1%	-0.1%	0.65	0.054	0.9	-0.15	12%	1%	3.4%	-12%
CCOC(=O)CNc1c(-c2ccc(O)cc2)nc2ccc(Cl)cn12	2%	-21%	11%	-0.1%	-1.3	-0.075	-0.48	0.26	20%	17%	-0.5%	60%
Cc1oc(-c2ccccc2Cl)nc1CS(=O)CC(=O)NCc1ccco1 (stereo not drawn)	-2%	-29%	-8%	-0.2%	nt	nt	nt	nt	nt	nt	1.1%	19%
CC1NC(=O)N(C)C2NC(=O)N(C)C(c3ccccc3)C12 (stereo not drawn)	8%	14%	28%	0.1%	-0.41	-0.28	0.38	0.63	3%	-4%	-10%	10%
CC(OC(=O)c1nc(-c2ccccc2)n(-c2ccccc2)n1)C(=O)Nc1cc(Cl)cc(Cl)c1 (stereo not drawn)	-4%	10%	0%	-0.1%	-0.32	-0.22	-0.42	0.81	-1%	9%	-0.9%	5%
COc1ccc(/C=N\NC(=O)CNC(=O)C2COc3ccccc3O2)cc1[N+](=O)[O-] (stereo not drawn)	-27%	-42%	-51%	-0.2%	nt	nt	nt	nt	nt	nt	-2.3%	?
O=C(/C=C/c1ccc(S(=O)(=O)N2CCOCC2)cc1)N1CCN(c2ccccc2)CC1	28%	33%	8%	-0.6%	0.22	-0.3	0.4	-0.044	13%	14%	-2.6%	-16%
Cc1ccc(Cn2c(C)c3cnn(CC(=O)NCc4ccccn4)c(=O)c3c2C)cc1	11%	30%	-8%[20 µM]	0.4%	nt	nt	nt	nt	nt	nt	5.1%	2%
COc1ccc(OCc2cccc(C(=O)N3CCCC3)c2)cc1	10%	-37%	33%	-0.1%	-0.045	-0.2	-0.057	0.75	5%	5%	-2.8%	-9%
Cc1c(C(=O)N(Cc2ccc(F)cc2)C2CCS(=O)(=O)C2)oc2ccccc12 (stereo not drawn)	18%	-5%	-25%	0.3%	nt	nt	nt	nt	nt	nt	-1.8%	5%
COc1ccc(CCNc2oc(COc3ccc(F)cc3)nc2C#N)cc1	-50%	-48%	-9%	-0.2%	-0.36	-0.23	-0.31	-0.059	10%	15%	0.3%	2%
CCOC(=O)Cc1csc(NC(=O)c2ccc(Cl)s2)n1	13%	2%	38%	-0.1%	nt	nt	nt	nt	nt	nt	4.6%	8%
COc1ccc(C(=O)NCCc2nnc3ccc(SCC(=O)NCc4ccc(F)cc4)nn23)cc1	9%	-19%	2%	0.1%	nt	nt	nt	nt	nt	nt	-0.7%	0%
O=C(O)c1ccc(Cl)c2c1C1C=CCC1C(c1ccccn1)N2 (stereo not drawn)	4%	13%	-21%	-0.1%	0.079	-0.043	0.16	0.076	22%	4%	0.7%	24%
O=[N+]([O-])c1ccccc1-c1nc(-c2ccc(Br)o2)no1	-96%	-32%	22%	-0.3%	0.24	-0.21	0.54	-0.69	3%	-8%	1.7%	-10%
COCCNC(=O)COC(=O)/C=C/c1cnc2ccccc2n1	17%	16%	14%	0.0%	-0.41	-0.16	0.53	0.39	9%	21%	2.9%	8%
CC1CN(C(=O)Nc2ccc(Br)cc2Cl)CC(C)O1 (stereo not drawn)	5%	-40%	-8%	-0.2%	-0.2	-0.26	-0.11	0.1	4%	-6%	-1.7%	5%
O=C(c1sc2ccccc2c1Cl)N1CCN(c2ccccn2)CC1	-1%	-36%	-26%	-0.1%	nt	nt	nt	nt	nt	nt	3.5%	2%

Record cards (already shown):
Record of O=C(O)c1ccc(Cl)c2c1C1C=CCC1C(c1ccccn1)N2 (stereo not drawn) = HEK293 NOD2/NF-kB: 4%; NOD1 NF-kB reporter: 13%; KOR beta-arrestin-1: -21%; GPR55 activation: -0.1%; Dynein cargo inh: 0.079; Dynein cargo inh cytoplasmic EGFP: -0.043; Dynein cargo inh nuclear GR-EGFP: 0.16; Dynein cargo inh cell count: 0.076; P. falciparum M1AAP: 22%; P. falciparum M17LAP: 4%; KOR beta-arrestin-2: 0.7%; AID2073: 24%
Record of Cc1oc(-c2ccccc2Cl)nc1CS(=O)CC(=O)NCc1ccco1 (stereo not drawn) = HEK293 NOD2/NF-kB: -2%; NOD1 NF-kB reporter: -29%; KOR beta-arrestin-1: -8%; GPR55 activation: -0.2%; Dynein cargo inh: nt; Dynein cargo inh cytoplasmic EGFP: nt; Dynein cargo inh nuclear GR-EGFP: nt; Dynein cargo inh cell count: nt; P. falciparum M1AAP: nt; P. falciparum M17LAP: nt; KOR beta-arrestin-2: 1.1%; AID2073: 19%
